# Screens: PubChem BioAssay, several laboratories
# PrPC TRFRET – reduces human prion protein on the cell surface | 0.43% of 370,000 active | AID 720596 | P04156 | cell surface PrPC, TR-FRET read-out | inhibition, % at 13.8 µM; in the data active = inhibition above about 24%; note: 0% = median of the test wells and 100% = reference compound wells
# BoNT F protease – blocks Botulinum neurotoxin F light chain protease. Multiplex microsphere protease cleavage assay, flow cytometry. inhibition, % at 10 µM. 0.22% of 360,000 active; in the data active = inhibition above about 35%, passing the limit was not always enough; inconclusive = no clear call, values can overlap the other calls; note: plate controls were buffer without enzyme for full effect and enzyme alone for no effect
# Yp Topo-I inh – blocks Yersinia pestis topoisomerase I activity; Y. pestis Topo-I cleavage product accumulation, plate reader; activity, % at 10 µM; 0.064% of 360,000 active; in the data active = activity above about 50%, passing the limit was not always enough; inconclusive = no clear call, values can overlap the other calls; note: inactives centre near 2
# PfHsp40 rescue – restores yeast growth despite PfHsp40 toxicity; 0.68% of 340,000 active; growth rescue, % at 12.5 µM; S. cerevisiae expressing PfHsp40, growth rescue, ATP luminescence; in the data active = growth rescue above about 28%, passing the limit was not always enough; inconclusive = no clear call, values can overlap the other calls;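 note: yeast W303a lacking pdr1 and pdr3 grown in galactose medium; growth measured after three days at 30 °C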
# Anthrax LF prot – blocks Bacillus anthracis lethal factor protease; P15917; multiplex microsphere protease cleavage assay, LF; inhibition, % at 10 µM; 0.12% of 360,000 active; AID 588501; note: plate controls were buffer without enzyme for full effect and enzyme alone for no effect
# Target sequence (P15917 whole entry, looked up): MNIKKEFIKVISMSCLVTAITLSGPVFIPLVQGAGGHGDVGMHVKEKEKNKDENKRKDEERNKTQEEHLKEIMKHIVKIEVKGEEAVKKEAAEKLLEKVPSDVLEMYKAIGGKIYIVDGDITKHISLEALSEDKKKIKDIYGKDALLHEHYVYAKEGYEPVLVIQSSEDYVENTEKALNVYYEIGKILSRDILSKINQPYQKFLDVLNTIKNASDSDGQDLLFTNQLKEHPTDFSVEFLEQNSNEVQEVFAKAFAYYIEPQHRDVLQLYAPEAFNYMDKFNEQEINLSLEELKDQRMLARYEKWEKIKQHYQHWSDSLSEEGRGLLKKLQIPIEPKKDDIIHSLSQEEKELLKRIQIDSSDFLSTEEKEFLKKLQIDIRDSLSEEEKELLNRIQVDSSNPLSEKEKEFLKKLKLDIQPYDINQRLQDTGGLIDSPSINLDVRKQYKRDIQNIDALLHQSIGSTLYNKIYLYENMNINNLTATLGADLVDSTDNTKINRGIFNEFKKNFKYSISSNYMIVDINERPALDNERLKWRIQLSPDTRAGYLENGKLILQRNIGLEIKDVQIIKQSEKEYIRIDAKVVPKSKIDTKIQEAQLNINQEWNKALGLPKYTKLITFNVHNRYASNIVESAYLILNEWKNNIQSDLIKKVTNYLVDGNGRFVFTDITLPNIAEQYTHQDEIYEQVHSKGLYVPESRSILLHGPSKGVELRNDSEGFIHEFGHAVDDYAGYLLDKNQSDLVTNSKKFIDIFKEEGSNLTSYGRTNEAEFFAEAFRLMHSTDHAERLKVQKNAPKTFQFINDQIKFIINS
# BoNT A protease – blocks Botulinum neurotoxin A light chain protease. inhibition, % at 10 µM. multiplex microsphere protease substrate cleavage, flow cytometry. 0.17% of 360,000 active; note: plate controls were buffer without enzyme for full effect and enzyme alone for no effect
# CCHFV vOTU inh – CCHFV vOTU protease inhibition. 0.55% of 370,000 active. AID 651958. inhibition, % at 11.5 µM. Pep-AMC fluorescence; in the data active = inhibition above about 30%; note: 0% = vehicle wells with enzyme and 100% = no enzyme wells
# FadD28 FP inh – blocks FadD28 binding to the bisubstrate probe; inhibition, % at 12.5 µM; fluorescence polarization; 0.22% of 360,000 active; in the data active = inhibition above about 8.5%, passing the limit was not always enough; inconclusive = no clear call, values can overlap the other calls
# TcdB GH inh – blocks C. difficile toxin B glycohydrolase activity; P18177; TcdB glycohydrolase enzymatic assay, plate reader; inhibition, % at 9.99 µM; 0.24% of 350,000 active; AID 652162; in the data active = inhibition above about 10%
# Numbers without * were called inactive; ? = inconclusive; . = not tested or not shown. Cut-off read from the data, not from the text of the source, unless noted: active = inhibition above about 30%; inconclusive = no clear call, values can overlap the other calls; inactive = below that.
nr	molecule	PrPC TRFRET	BoNT F protease	Yp Topo-I inh	PfHsp40 rescue	Anthrax LF prot	BoNT A protease	CCHFV vOTU inh	FadD28 FP inh	TcdB GH inh
1	O=C(NCCc1ccccc1)C1CCCN(c2ncnc3c2nc2n3CCCCC2)C1 (stereo not given)	-2	7	14	0.6	-2	3.7	7	-0.3	0.9
2	Cc1cc(C)n(CCN(C)C(=O)C2CCC(=O)N(CCN3CCOCC3)C2)n1 (stereo not given)	6	-1	1	1.3	2	-2.7	-6	.	1.8
3	CC(C)(C)NC(=S)NNC(=O)c1ccncc1	-4	2	6	0.6	0	0.3	4	-1.6	0.2
4	COc1ccc(OC)c(C2=Nn3c(nnc3-c3ccco3)SC2)c1	-5	2	9	-1.1	1	1.8	2	0.0	.
5	Cc1nnc(SCc2nnc(-c3ccc(Cl)cc3)o2)n1-c1ccccc1	6	8	15	-0.4	4	1.2	2	-1.8	.
6	CCOC(=O)CSc1nnc(-c2ccccc2)o1	-4	-5	1	-1.7	-1	0.2	4	-2.3	.
7	CCC(=O)N1CCN(c2ccc(Cl)cc2NC(=S)NC(=O)c2ccco2)CC1	4	4	7	1.8	0	1.2	4	-5.7	0.0
8	FC(F)(F)c1ccc(N2CCN(Cc3ccc4c(c3)OCO4)CC2)nc1	-4	6	4	-1.9	3	0.8	11	-2.2	.
9	CCCCn1nnnc1SCC(=O)NCc1ccco1	-2	0	0	0.2	-2	0.6	9	-1.8	.
10	O=C(NNC(=O)c1ccccc1OCc1ccccc1)c1ccccc1F	0	6	1	0.7	2	-1.7	8	-3.6	1.9
11	O=C(NCC1CCCO1)C(c1cccs1)N(Cc1ccccc1)C(=O)c1ccc(-c2ccccc2)[nH]1 (stereo not given)	11	3	31	0.5	0	-0.2	19	-8.6	.
12	COc1ccc(/C=C2\SC(=S)N(CCCC(=O)Nc3cc(C)on3)C2=O)cc1OC	-1	6	-7	-0.8	0	0.1	8	0.2	0.8
13	CCCn1c(SCC(N)=O)nc2c(c1=O)C1(CCCC1)Cc1ccccc1-2	7	5	5	-0.8	-1	0.1	4	-3.3	.
14	COc1ccccc1N1CCN(S(=O)(=O)c2ccccc2)CC1	3	2	2	-1.7	-8	3.0	-8	-2.2	.
15	O=C(NN1C(=O)NC2(CCCCC2)C1=O)c1ccc(Cl)c(Cl)c1	-2	.	-5	0.3	.	.	-8	-1.5	-1.2
16	CCc1nnc(NS(=O)(=O)c2ccc(NC(=S)NC(=O)/C=C/c3ccc([N+](=O)[O-])cc3)cc2)s1	-10	-3	7	-0.3	-4	-0.4	17	2.4	-0.2
17	CC(C)(C)Cc1c(-c2ccc(F)cc2)nc2ccc(Cl)cn12	-1	-1	24	.	-2	0.5	-4	-3.6	0.0
18	COC(=O)CCCNC(=O)c1ccc2nc(Cc3ccc(OC)cc3)oc2c1	3	-14	-1	-0.4	-20	-6.6	-12	-1.2	-1.6
19	CSc1nc(Cl)cc(N2CCOCC2)n1	2	6	-9	2.1	-4	-0.6	-12	-3.6	1.0
20	O=C(c1cccs1)N(C(=O)c1cccs1)c1ccccn1	3	-8	-8	-1.3	-4	-0.3	9	-2.7	1.3
21	Cc1c(C#N)c(=O)c(-[n+]2ccccc2)c([S-])n1-c1ccc(Cl)cc1	4	-3	7	0.0	-4	0.5	-12	-4.2	-0.1
22	Cc1oc(-c2cccc3ccccc23)nc1CN1CCN(c2ncnc3ccccc23)CC1	1	-12	-1	-0.4	-2	-1.8	-10	-2.3	0.4
23	Cc1c(C(=O)N2CCN(c3cccc(Cl)c3)CC2)cccc1[N+](=O)[O-]	-5	-9	22	?	-4	0.4	6	-1.3	1.4
24	O=C(Nc1ccccc1-c1ccccc1)C(c1ccccc1)c1ccccc1	0	4	37	-0.8	2	0.5	-19	-1.8	.
25	COc1ccc(OC)c(NC(=O)Cc2nn(C)c(=O)c3ccccc23)c1	5	-10	-4	-1.5	2	0.6	-2	-2.1	.
26	CCOC(=O)N1CCN(C(=O)CSc2ccc(Cl)cc2)CC1	2	-1	6	-0.8	-6	-0.2	4	-0.3	.
27	O=C(c1cccc(N2C(=O)c3ccccc3C2=O)c1)N1CCCC(C(F)(F)F)C1 (stereo not given)	2	3	-8	0.7	-2	-1.7	-13	-1.9	1.2
28	Oc1c(Cl)cc(Cl)cc1/C=N/c1ncn[nH]1	3	-1	6	0.3	-3	0.2	1	-2.5	0.0
29	O=C(CCc1nnc(CCC2CCCCC2)o1)NCc1ccon1	3	-4	8	-1.2	-2	-0.7	-12	-0.3	0.3
30	O=C(NCc1ccccn1)c1ccc(Cl)cc1Cl	-6	8	-1	0.2	-3	6.6	-12	-0.9	.
31	CCO[C@H]1OC(C(=O)NC2CC2)=C[C@@H](c2ccc3c(c2)OCO3)[C@@H]1CCCO	-3	-6	9	11	-4	-0.4	-1	0.9	1.5
32	COc1ccc(CN(C)CCc2ccccn2)c(OC)c1OC	-1	9	4	-0.6	-2	0.2	9	-1.9	.
33	CC(=O)Oc1ccc2c(=O)oc(-c3ccccc3)nc2c1	0	?	0	0.4	-13	-2.9	5	-1.0	4.3
34	Cc1ccc(NC(=O)c2ncn(CCCNCC3CCCO3)n2)cc1C (stereo not given)	3	-10	8	-0.1	-7	-0.2	1	-0.6	1.0
35	C1CC2NCCC3NCCC(N1)N32 (stereo not given)	13	?	6	-0.6	-5	1.3	15	-4.4	-0.2
36	COc1cccc(N2CCN(C(=O)C3CCCN(S(=O)(=O)c4ccc5c(c4)oc(=O)n5C)C3)CC2)c1 (stereo not given)	3	-5	45	1.0	-3	-1.9	12	-1.7	0.8
37	Cc1cc(C)c(C)c(OCC(O)CN2CCN(c3ccccn3)CC2)c1 (stereo not given)	0	-1	24	0.9	-2	-2.2	7	0.5	2.2
38	O=C(NC(=S)Nn1cnc2c(cnn2-c2ccccc2)c1=O)c1ccc(Oc2ccccc2)cc1	2	-8	19	1.4	-3	-0.6	-1	-2.8	.
39	COC(=O)COc1ccc(C2NC(=O)NC(c3ccccc3)=C2C(C)=O)cc1OC (stereo not given)	4	-2	9	-0.6	8	0.2	24	-1.0	.
40	COc1ccc(N(CC(=O)Nc2cccnc2)S(=O)(=O)c2ccccc2)cc1OC	-1	5	-3	-1.1	-4	-0.9	8	-0.5	1.2
41	Cc1ccc(-c2nnn(CCC(=O)Nc3ccc4c(c3)OCO4)n2)cc1	9	-10	-15	-0.8	-3	-1.6	3	-1.6	-2.3
42	CC(C)Cc1nc(C(N)=O)c2[nH]c(=O)n(-c3ccc(F)cc3)c2n1	9	-2	-1	-0.2	4	-0.7	5	-1.4	0.5
43	COc1ccc(OC)c(S(=O)(=O)NCC(c2ccc(F)cc2)N2CCN(C)CC2)c1 (stereo not given)	-10	.	1	-0.8	.	.	-5	0.3	2.0
44	CCC(C)Nc1nc(N)c([N+](=O)[O-])c(N2CCCCCC2)n1 (stereo not given)	4	24	8	0.4	8	-3.1	8	-0.6	0.1
45	COc1ccc(S(=O)(=O)N2CCc3ccccc32)cc1C(=O)N(CC(C)C)C1CCS(=O)(=O)C1 (stereo not given)	4	14	-2	-0.3	-1	-1.5	-5	-0.3	0.0
46	CCN(CC)C(=O)Cn1cnc2sc(C(=O)Nc3cc(OC)c(OC)c(OC)c3)c(C)c2c1=O	-6	-8	7	-1.9	-10	-0.1	3	0.9	0.6
47	COc1ccccc1-c1ccc(=O)n(CC(=O)NC(C)(C)C)n1	-7	-6	3	-1.5	-1	?	-13	-0.9	0.3
48	Cc1ccsc1C(=O)C1CCCN(Cc2cccn2-c2ccccn2)C1 (stereo not given)	-5	-4	10	-1.4	-4	-0.3	7	-4.4	0.9
49	O=C(COc1ccc(F)cc1)N/N=C/c1cccc2cccnc12	12	10	18	7.7	6	1.6	-4	-3.1	2.3
50	CCc1nnc(NC(=O)c2cc3ccccc3oc2=O)s1	-4	-20	-7	-1.8	0	-0.7	3	-1.3	.

# For reference, part of the list above:
nr	molecule	PrPC TRFRET	BoNT F protease	Yp Topo-I inh	PfHsp40 rescue	Anthrax LF prot	BoNT A protease	CCHFV vOTU inh	FadD28 FP inh	TcdB GH inh
42	CC(C)Cc1nc(C(N)=O)c2[nH]c(=O)n(-c3ccc(F)cc3)c2n1	9	-2	-1	-0.2	4	-0.7	5	-1.4	0.5
43	COc1ccc(OC)c(S(=O)(=O)NCC(c2ccc(F)cc2)N2CCN(C)CC2)c1 (stereo not given)	-10	.	1	-0.8	.	.	-5	0.3	2.0
44	CCC(C)Nc1nc(N)c([N+](=O)[O-])c(N2CCCCCC2)n1 (stereo not given)	4	24	8	0.4	8	-3.1	8	-0.6	0.1
45	COc1ccc(S(=O)(=O)N2CCc3ccccc32)cc1C(=O)N(CC(C)C)C1CCS(=O)(=O)C1 (stereo not given)	4	14	-2	-0.3	-1	-1.5	-5	-0.3	0.0
46	CCN(CC)C(=O)Cn1cnc2sc(C(=O)Nc3cc(OC)c(OC)c(OC)c3)c(C)c2c1=O	-6	-8	7	-1.9	-10	-0.1	3	0.9	0.6
47	COc1ccccc1-c1ccc(=O)n(CC(=O)NC(C)(C)C)n1	-7	-6	3	-1.5	-1	?	-13	-0.9	0.3
48	Cc1ccsc1C(=O)C1CCCN(Cc2cccn2-c2ccccn2)C1 (stereo not given)	-5	-4	10	-1.4	-4	-0.3	7	-4.4	0.9
49	O=C(COc1ccc(F)cc1)N/N=C/c1cccc2cccnc12	12	10	18	7.7	6	1.6	-4	-3.1	2.3
50	CCc1nnc(NC(=O)c2cc3ccccc3oc2=O)s1	-4	-20	-7	-1.8	0	-0.7	3	-1.3	.

# Next part
nr	molecule	PrPC TRFRET	BoNT F protease	Yp Topo-I inh	PfHsp40 rescue	Anthrax LF prot	BoNT A protease	CCHFV vOTU inh	FadD28 FP inh	TcdB GH inh
51	Cc1nn(-c2cccc(C(=O)O)c2)c(C)c1[N+](=O)[O-]	-2	1	6	-1.4	-4	-0.5	-8	-4.4	3.0
52	CNC(C)C(=O)NC(C(=O)N1CCCC1C(=O)NC1CCCc2ccccc21)C(C)C (stereo not given)	-15	-12	2	0.6	3	-0.7	7	-4.4	0.3
53	CCn1nc(C(=O)Nc2nc(-c3ccccn3)cs2)c2ccccc2c1=O	-6	16	-4	-1.4	?	1.8	2	-1.0	0.7
54	CNS(=O)(=O)c1cccc(C(=O)OCC(=O)/C=C2/N(C)c3ccccc3C2(C)C)c1	11	-6	-4	0.5	0	0.0	-1	-1.3	0.1
55	CCN(C(=O)c1ccc2c(=O)n3c(nc2c1)CCCCC3)c1cc(OC)ccc1OC	-4	6	20	0.0	-1	-0.6	-2	-2.3	0.9
56	CC1CCN(c2nc(-c3ccc(F)cc3)cc(C(F)(F)F)n2)CC1	4	11	-6	-0.6	-1	0.6	-2	-3.2	.
57	Cn1nnnc1Sc1ncnc2scc(-c3ccsc3)c12	6	0	4	-1.3	-8	-0.3	5	-6.9	0.8
58	COc1ccc2ncc(OC(C)=O)cc2c1	1	-8	4	-0.8	0	-0.6	-2	2.7	0.5
59	CCNC(=S)N1CCN(S(=O)(=O)c2ccc(Cl)s2)CC1	13	5	0	-0.1	-5	-0.3	11	-3.9	-4.1
60	CC(C)(C)C1CCC(C(=O)OCC(=O)c2ccc[nH]2)CC1 (stereo not given)	0	-2	36	6.7	1	0.0	15	-2.1	.
61	O=C1CSC2(CN3CCC2CC3)N1 (stereo not given)	3	-2	4	-1.3	2	0.4	5	-3.6	.
62	O/N=C/c1c[nH]c2ccccc12	10	-7	-3	-0.7	-1	0.4	1	-3.4	.
63	CN(CC1COCCO1)C(=O)c1cc(COc2c(F)cccc2F)on1 (stereo not given)	-1	-13	33	3.4	-2	-1.7	17	-0.6	0.6
64	Cn1c(CSc2nc3ccccc3s2)nnc1SCC(=O)NCc1cccnc1	-5	-4	7	-0.6	-6	-0.5	2	-2.4	.
65	Cc1ccc(NC(=S)NC2CCCCC2)cc1S(=O)(=O)N(C)C	8	-4	8	-1.2	-3	-0.2	5	-4.9	4.3
